# Source: PubChem (The Scripps Research Institute Molecular Screening Center)
# MITF inh = blocks human microphthalmia-associated transcription factor; O75030; AlphaScreen MITF homodimerization, bead proximity signal; inhibition, % at 2.6 µM; 0.91% of 650,000 active; in the data active = inhibition above about 50%;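 note: 0% = vehicle wells with protein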
# Target sequence (O75030 whole entry, looked up): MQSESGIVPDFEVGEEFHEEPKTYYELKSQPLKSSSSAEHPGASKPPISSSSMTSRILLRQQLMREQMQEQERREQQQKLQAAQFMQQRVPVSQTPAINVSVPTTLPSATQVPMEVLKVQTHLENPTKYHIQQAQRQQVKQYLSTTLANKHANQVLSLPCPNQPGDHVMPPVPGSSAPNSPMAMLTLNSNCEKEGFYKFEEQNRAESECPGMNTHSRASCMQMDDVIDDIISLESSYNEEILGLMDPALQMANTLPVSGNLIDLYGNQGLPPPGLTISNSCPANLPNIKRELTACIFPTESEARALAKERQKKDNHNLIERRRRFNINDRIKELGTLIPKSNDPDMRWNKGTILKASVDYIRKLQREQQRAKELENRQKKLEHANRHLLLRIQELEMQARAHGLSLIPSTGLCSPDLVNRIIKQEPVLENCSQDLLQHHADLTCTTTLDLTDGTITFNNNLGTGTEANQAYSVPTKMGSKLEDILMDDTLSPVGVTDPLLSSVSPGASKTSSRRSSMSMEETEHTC
# FBW7 act = activators of human E3 ligase FBW7; AlphaScreen FBW7–phospho-cyclin E peptide binding, activator screen; normalized activity (activation), % at 26.1 µM; AID 1259310; Q969H0; 0.13% of 650,000 active; in the data active = normalized activity above about 1.9%;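 note: purified mutant Fbw7 with reduced substrate affinity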
# GPR151 ag = activators of human GPR151 | 1% of 650,000 active | PathHunter beta-arrestin GPR151 cells, luminescence | AID 1508602 | Q8TDV0 | activation, % at 11.2 µM; in the data active = activation above about 4.9%;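 note: 0% = median of compound wells and 100% = cells with positive control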
# Target sequence (Q8TDV0 whole entry, looked up): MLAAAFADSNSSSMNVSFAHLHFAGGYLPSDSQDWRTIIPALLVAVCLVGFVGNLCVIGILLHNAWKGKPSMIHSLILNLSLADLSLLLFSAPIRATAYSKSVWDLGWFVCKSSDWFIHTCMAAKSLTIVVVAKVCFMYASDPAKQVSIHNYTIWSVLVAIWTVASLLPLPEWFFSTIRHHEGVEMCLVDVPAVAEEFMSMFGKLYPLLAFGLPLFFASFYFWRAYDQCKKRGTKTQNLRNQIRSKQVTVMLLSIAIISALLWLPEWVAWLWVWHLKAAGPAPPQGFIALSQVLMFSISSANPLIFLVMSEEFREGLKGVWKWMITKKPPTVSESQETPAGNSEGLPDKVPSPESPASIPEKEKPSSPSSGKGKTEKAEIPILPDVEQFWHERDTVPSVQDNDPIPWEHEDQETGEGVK
# TEAD-YAP inh = TEAD-YAP interaction inhibition | AID 1259422 | HEK-TIYL cells, TEAD-Gal4/YAP UAS-luciferase luminescence | inhibition, % at 9.12 µM | 1.4% of 640,000 active; in the data active = inhibition above about 32%;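 note: 0% = median of test compound wells and 100% = reference inhibitor wells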
# * hit, by the source's call. Random draw from the library; about 3.4% have a hit in one of these screens.
SMILES,MITF inh,FBW7 act,GPR151 ag,TEAD-YAP inh
N#CC1=C(N)N(c2ccccc2)C2=C(C(=O)CCC2)C1c1cc(Br)cs1 (stereo unspecified),6,-0.1,1.4,-3
O=S(=O)(Cc1ccccc1)N1CCN(c2ccc(F)cc2)CC1,-10,0.9,0.0,5
O=C1NC2=C(C(=O)N(CCCO)C2)C(c2cccc(F)c2)N1 (stereo unspecified),11,0.9,-0.9,-11
Cc1cc(C(F)(F)F)nn1CC(=O)NCc1nc2ccccc2[nH]1,9,0.1,0.4,0
CCOC(=O)C1CCN(C(=O)c2cccc(-n3ccc4ccccc43)c2)CC1,6,0.3,0.2,-6
COc1cc(CN2CCSCC2)c([N+](=O)[O-])cc1OC,31,-0.1,2.3,9
O=C(Nc1ccc2c(c1)oc1ccccc12)c1ccc(-c2ccc(Cl)cc2)o1,-3,-0.2,3.0,-1
OCCCN=Cc1c(O)[nH]c2ccccc12,-16,0.0,1.9,0
O=C(CSc1ccccc1)Nc1ccc(F)c(Cl)c1,9,0.7,-1.4,-5
O=[N+]([O-])c1cccc(CN2CCN(Cc3ccccn3)CC2)c1,101*,-0.1,0.3,-2
COc1ccc(-c2cn3c4c(=O)n(C)c(=O)n(C)c4nc3n2CCCCO)cc1OC,15,-0.2,-0.3,-2
COc1ccc(CNC(=O)COc2cccnc2[N+](=O)[O-])cc1,-6,0.1,2.0,5
O=S1(=O)CC2N=C(Nc3cccc(Cl)c3)SC2C1 (stereo unspecified),15,0.2,-0.6,-5
COc1cccc(C2C(C(=O)Nc3ccccc3)=C(C)N=c3s/c(=C/c4cccs4)c(=O)n32)c1 (stereo unspecified),2,0.0,0.3,2
O=S(=O)(NCCCc1ccccc1)c1ccccc1,5,-0.1,0.8,3
COc1cc([N+](=O)[O-])ccc1NC(=O)/C=C\C(=O)O,3,0.0,-0.2,4
Cc1ccc(C(=O)Nc2ccc(Br)cc2)cc1S(=O)(=O)N1CCOCC1,-5,-0.1,-0.5,-9
O=[N+]([O-])c1cccc(/C=N/Nc2ccccn2)c1,-10,0.0,-0.9,-37
O=C(NNc1ccc(C(F)(F)F)cc1[N+](=O)[O-])c1ccccc1,16,0.3,-0.9,9
COC(=O)CCC(=O)c1oc2ccc(Br)cc2c1N,10,0.0,0.2,-46
CCCNC(=O)Cn1ncn2cccc2c1=O,11,0.1,-0.9,5
CN1CCc2c(sc3c2C(=O)NC(c2ccc(O)cc2)N3)C1 (stereo unspecified),4,0.0,-1.3,3
O=C(NCCO)/C(=C/c1ccccc1)NC(=O)c1cccc(Br)c1,7,0.0,0.4,-3
CC1(C)CC(=NNC(=O)c2ccc(Br)o2)CC(C)(C)N1,0,-0.2,1.2,-43
CCOc1ccc(CC(=O)NCCc2csc(-c3ccccc3)n2)cc1,3,0.1,1.5,2
# Other structures:
SMILES,MITF inh,FBW7 act,GPR151 ag,TEAD-YAP inh
NC1=NC(=O)C(CC(=O)Nc2cccc(C(=O)N3CCN(c4ccccn4)CC3)c2)S1 (stereo unspecified),12,0.4,1.1,-2
O=C1CCC(C(=O)N2CCc3ccc(NC(=O)c4ccccc4Cl)cc3C2)=NN1,10,0.1,0.1,-7
Cc1cc(C)c[n+](CC(=O)c2ccc(C)c([N+](=O)[O-])c2)c1,7,0.2,-0.8,3
CCCOC(=O)c1ccc(NC(=O)c2cc3ccccc3oc2=O)cc1,7,0.0,-0.8,-2
O=C(Nc1ccccc1)O/N=C/c1ccccc1,11,-0.1,-0.8,-49
CCCCOC(=O)c1cccc(NC(=O)/C=C/c2ccccc2Cl)c1,6,0.0,0.5,-14
Cc1ccc(N=Nc2c(N)n[nH]c2N)c(C)c1,17,-0.1,-0.7,-29
CCOc1ccc(S(=O)(=O)Nc2cc3c4c(oc3c3ccccc23)CCC(C(C)(C)CC)C4)cc1 (stereo unspecified),7,0.1,0.9,-8
CC(=O)c1cccc(Nc2nc(-c3c(C)nc4ncccn34)cs2)c1,5,0.4,0.3,0
O=C(C1CCCCC1)N1CC[C@H]2[C@H](CCC(=O)N2Cc2ccc3c(c2)OCO3)C1,6,0.3,-0.2,-48
CC(=O)N(C)c1nnc(-c2ccccc2C)s1,0,-0.1,-1.2,-45
CCOc1ccc(NC(=O)c2ccccc2)c(NC(=O)c2ccccc2Br)c1,-3,0.0,-0.7,-8
CCn1c(CNC(=O)C2CCCO2)nnc1SC (stereo unspecified),-4,-0.3,1.8,-4
CCc1nnc2sc(-c3ccc(N)cc3)nn12,3,-0.1,-0.9,-6
Nc1ccc2nc(SCC(=O)Nc3ccc4nc(SCC(=O)NC5CC5)sc4c3)sc2c1,9,0.0,-0.1,-24
C=CCOC(=O)CC[C@H](NC(=O)c1nc(C)oc1C(F)(F)F)C(=O)OCC=C,-3,0.1,0.6,-9
Cc1cccc(OCc2n[nH]c(=S)n2-c2ccccc2C)c1,21,0.1,0.1,3
CCC(C)NC(=O)C1CCN(S(=O)(=O)c2cccc3nsnc23)CC1 (stereo unspecified),-6,0.0,0.8,2
O=C(Nc1ccc(S(=O)(=O)NC23CC4CC(CC(C4)C2)C3)cc1)c1ccco1,22,0.1,-0.3,10
O=C(NCc1cccc2ccccc12)c1ncoc1-c1ccccc1,-2,0.4,3.5,-2
CC1CCCCC1NCC(=O)Nc1ccccc1N1CCCCC1 (stereo unspecified),16,0.0,-0.9,0
Cc1cc(C(=O)CC#N)c(C)n1-c1ccc(OC(F)F)cc1,14,0.0,0.2,-1
O=C(CSc1ccc(Cl)cc1)Nc1ccc(S(=O)(=O)Nc2ccc(F)cc2)cc1,7,0.4,0.0,-7
CCCCNC(=O)C(=O)NCc1ccc(C)cc1,-10,0.0,2.0,-4
CC(=O)COc1ccc2c(=O)c(Oc3cc(C)ccc3C)coc2c1,-1,-0.1,0.0,4
# (more compounds)
SMILES,MITF inh,FBW7 act,GPR151 ag,TEAD-YAP inh
CCOc1cc(C2C3=C(CC(C)(C)CC3=O)N(C)C3=C2C(=O)CC(C)(C)C3)cc(Br)c1OC,11,0.6,1.0,-7
COc1cccc(NS(=O)(=O)c2nc3nc(C)cc(C)n3n2)c1,-15,0.1,4.6,-6
Cc1cccc(NC(=O)c2c(NC(=O)c3ccncc3)sc3c2CCC(C(C)(C)C)C3)c1 (stereo unspecified),-3,0.1,2.1,0
Cc1cc(C)cc(NC(=O)C23CC4CC(C2)CC(n2nnc(C)n2)(C4)C3)c1,11,0.1,1.0,-4
CCCOc1ccc(N/C=C2/CCCCC2=O)cc1,-8,0.1,-0.9,-73
CCOC(=O)C1CCN(c2c(N3CCN(c4ccccn4)CC3)c(=O)c2=O)CC1,-6,-0.2,-1.2,2
COc1ccc(CCNCC(=O)Nc2ccc(N3CCCC3)cc2)cc1,42,-0.3,0.8,-1
Cc1ccc(S(=O)(=O)NC(CCC(N)=O)C(=O)O)cc1C (stereo unspecified),4,-0.2,-1.6,-6
Cc1ccc(-n2nc3c(c2NC(=O)CCC2CCCCC2)CS(=O)(=O)C3)cc1,-6,-0.1,-1.1,-7
CCc1nnc(NC(=O)CCCOc2ccccc2C)s1,-3,-0.2,12*,4
N/C(=N\OC(=O)c1ccc(I)cc1)c1ccc(Cl)cc1,12,0.1,0.2,-6
CCN(CC)C(=O)COc1nc2c(C(F)(F)F)c3c(nc2o1)CCC3,-6,0.0,4.6,14
CC1=C(C(=O)Nc2nc3ccccc3s2)C(c2ccccc2)C2=C(CC(C)(C)CC2=O)N1 (stereo unspecified),-17,0.4,-0.2,13
CN(Cc1ccccc1)C(=O)CSc1nc2ccsc2c(=O)n1Cc1ccc2c(c1)OCO2,14,-0.1,-1.3,8
O=C(Cc1ccccc1)Nc1cccc(-c2nnc(-c3cccc(NC(=O)Cc4ccccc4)c3)o2)c1,-8,-0.1,0.8,-5
COC(=O)COc1c(/C=C\c2nc(O)c([N+](=O)[O-])c(=O)[nH]2)cccc1OC,9,-0.1,-0.4,1
CCOC(=O)C1=C(N)OC2=C(C(=O)CCC2)C1c1ccsc1 (stereo unspecified),5,0.6,-0.3,14
O=C(Nc1ccccc1Oc1ccccc1)c1cccnc1,6,0.1,0.3,13
Cc1nn(C)c(C)c1-c1nc2ccc(C(=O)NCCN3CCOCC3)cc2s1,6,-0.1,-2.5,-64
Cc1cccc(NC(=O)COc2ccc(Cl)cc2C=C2C(=O)NC(=S)NC2=O)c1,17,0.2,-0.7,-47
O=C(CS(=O)(=O)c1cccc2nsnc12)Nc1cccc(Cl)c1,5,0.3,0.1,4
C=CCOc1ccc(/C=C2\SC(=S)NC2=O)cc1,13,0.3,0.6,-19
CN(C)CCNS(=O)(=O)c1cc(Cl)cc(Cl)c1,-2,0.0,1.0,1
Fc1ccc(-c2cn[nH]c2C2CCCN(CC3CC3)C2)cc1 (stereo unspecified),1,0.1,-0.4,3
COC(=O)c1ccccc1NC(=O)c1oc2ccc3c(c2c1C)C(=O)CC(C)(C)O3,2,0.0,1.2,9
# (more compounds)
SMILES,MITF inh,FBW7 act,GPR151 ag,TEAD-YAP inh
CN1CCN(C(=O)c2cc([N+](=O)[O-])ccc2N2CCCC2)CC1,1,0.0,-1.2,2
COc1cccc(C(=O)OCCCNC(=O)c2cc3ccccc3oc2=O)c1,-15,0.0,-1.2,1
NC(=O)CSc1oc(-c2cccs2)nc1S(=O)(=O)c1ccc(F)cc1,0,0.0,-0.2,-5
Cc1noc(C)c1-c1ncc(C(=O)NCCN2CCOCC2)s1,14,0.0,3.2,4
CC(=O)NC(CC(=O)NNC(=O)Cn1nnc(-c2ccccc2)n1)c1ccccc1 (stereo unspecified),0,-0.2,-0.5,2
CCn1c(SCc2nc3ccccc3[nH]2)nc2ccccc21,10,-0.1,0.7,-3
CCOc1nc(Nc2ccc(I)cc2)nc(NC2CCCCC2)n1,15,0.1,-0.8,2
O=C(CCC(=O)OCC(Cl)=C(Cl)Cl)Nc1ccc(Cl)cc1,-4,0.1,-1.5,3
COc1cccc(-c2nn3c(COc4ccccc4)nnc3s2)c1,5,0.1,0.7,0
Cc1ccc(C)c(Cn2c(C)c(CNCc3ccccc3Cl)c(C(=O)O)c2C)c1,1,-0.1,1.2,3
Cc1cc(N)n(-c2nc3ccccc3n2Cc2ccc(C#N)cc2)n1,11,0.0,0.4,-7
COc1ccc2nc3oc(C(=O)N4CCOCC4)cc3cc2c1,10,0.0,-4.7,64*
Cc1ccc(C(=O)NNC(=O)c2cccc(I)c2)cc1,3,0.0,1.2,-15
CC(C)=CCN1CCNC(=O)C1CC(=O)NC1CCN(Cc2ccccc2)CC1 (stereo unspecified),-4,0.1,-1.0,4
CCN1CCN(Cc2c(O)ccc3c2O/C(=C\c2ccccc2OC)C3=O)CC1,1,0.5,-0.5,-4
O=C(Cn1c(=O)n(Cc2cccs2)c(=O)c2cccnc21)Nc1ccccc1,-2,0.0,3.1,-15
CCCNC(=O)c1cc(-c2ccccc2Cl)on1,-2,0.1,-0.7,-72
COC(=O)CNc1ccc(Oc2cccc(Oc3ccc(NCC(=O)OC)cc3)c2)cc1,4,0.0,-0.3,4
N#C/C(=C\c1ccc(Cl)cc1Cl)c1nc(-c2ccc(Br)cc2)cs1,16,-0.1,-0.2,4
COC(=O)c1sc2ccccc2c1NC(=O)c1ccccc1Oc1ccccc1,-12,0.1,-0.3,-7
COc1cc2nc(-c3cccs3)n(NC(=O)c3c(F)cccc3F)c(=O)c2cc1OC,14,0.2,0.8,3
Cc1csc2ncc(C(=O)N[C@H](CO)C(C)C)c(=O)n12,5,-0.2,2.7,9
